AID2073 – inhibitors of Mint1-CaV2.2 protein interaction, biochemical, HTRF (AID 2073). one-dose inhibition, % at 20 µM; IC50 in µM for titrated hits. 290,000 compounds, 0.19% hits. HTRF protein-protein interaction, Mint1-CaV2.2; higher % means a stronger effect; in the data active = inhibition mostly above about 51%, no sharp cut-off; note: some results filed as inactive read as strong as hits
SV40 large T antigen – TAg ATPase/helicase activity blockers – biochemical (AID 1903) | SV40 large T antigen ATPase/helicase inhibition assay; higher % means a stronger effect | inhibition, % at 20 µM, or IC50 in µM where a hit was titrated | 310,000 compounds, 0.39% hits; in the data active = a potency from the dose series; note: strong numbers were not always called active
HIV peptide binding – cell-free HIV fusion peptide-binding blockers – biochemical, uHTS, fluorescence dequenching, primary screen (AID 1986) | cell-free peptide binding, fluorescence dequenching, 30 min; higher % means a stronger effect | inhibition, % at 20 µM, or IC50 in µM where a hit was titrated | 290,000 compounds, 0.3% hits; in the data active = inhibition mostly above about 52%, no sharp cut-off; inactive = mostly below about 76%; note: some results filed as inactive read as strong as hits
RSV antiviral HEp-2 – RSV antiviral activity via CPE protection, HEp-2 cells, primary 10 µM value included (AID 2391); one-dose CPE inhibition, % at 10 µM; IC50 in µM for titrated hits; HEp-2 cells, RSV-induced CPE inhibition; higher % means a stronger effect; 310,000 compounds, 0.13% hits; in the data active = a potency from the dose series; note: strong numbers were not always called active
Rac1 GTP hydrolysis – MgcRacGAP GTPase-activating activity inhibitors, confirmation, biochemical, ADP Hunter fluorescence. MgcRacGAP-stimulated Rac1 GTP hydrolysis, ADP Hunter fluorescence; higher % means a stronger effect; GST-tagged Rac1 F28L mutant substrate. inhibition, % at 30 µM, or IC50 in µM where a hit was titrated. 340,000 compounds, 0.6% hits;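 active = first-screen hits whose inhibition reached a set limit at any dose in the follow-up dose series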;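 note: fluorescence reports GDP produced by GAP-driven GTP hydrolysis; strong numbers were not always called active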
Siah-1 displacement – blockers of Siah-1 interaction with plectin peptide – biochemical, fluorescence polarization, rhodamine-plectin, uHTS, primary screen (AID 1817); displacement, % at 20 µM; hits with a dose series show IC50 in µM; Siah-1 / rhodamine-plectin peptide fluorescence polarization; higher % means a stronger effect; 290,000 compounds, 0.02% hits;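 active = displacement of at least 50% at 20 µM, with a fluorescence ratio check between 0.3 and a set limit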;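 note: plate controls were Siah plus tracer with DMSO for no effect and tracer alone without Siah for full effect; strong numbers were not always called active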
Dengue-2 NS5 capping – flavivirus cap methylation enzyme inhibition – biochemical, confirmation dose response, primary screen (AID 588689). Dengue-2 NS5 methyltransferase capping enzyme assay, biochemical; higher % means a stronger effect. one-dose inhibition, % at 25 µM; IC50 in µM for titrated hits. 340,000 compounds, 0.3% hits; in the data active = a potency from the dose series
LYP phosphatase – PTPN22 lymphoid phosphatase activity blockers – biochemical, fluorescence intensity, uHTS (AID 1779); recombinant LYP phosphatase, fluorescence intensity; higher % means a stronger effect; inhibition, % at 11.5 µM; hits with a dose series show IC50 in µM; 290,000 compounds, 0.054% hits; in the data active = inhibition above about 50%;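 note: plate controls were vehicle with enzyme for no effect and no enzyme for full effect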
XIAP displacement – small molecules displacing peptide from XIAP – biochemical, IAP family, fluorescence polarization (AID 1018). XIAP BIR domain, fluorescence polarization peptide displacement; higher % means a stronger effect. one-dose displacement, % at 20 µM; IC50 in µM for titrated hits. 200,000 compounds, 0.007% hits; in the data active = displacement above about 50%; note: a part of the inactive calls stands beside numbers as strong as those of hits
* marks the source's active call; other numbers are inactive results; · = not tested or not shown. Random draw from the library; any-hit rate near 1.7%.

SMILES	AID2073	SV40 large T antigen	HIV peptide binding	RSV antiviral HEp-2	Rac1 GTP hydrolysis	Siah-1 displacement	Dengue-2 NS5 capping	LYP phosphatase	XIAP displacement
O=C(NCc1ccco1)c1ccc(OCC2CCCO2)cc1 (configuration not stated)	8%	0%	-1.8%	0.3%	8%	0%	-7%	-3%	-0.2%
CCOC(=O)c1c(C)n(C)c2ccc(O)c(S(=O)(=O)c3ccccc3)c12	-3%	10%	-3.0%	1.0%	5%	1%	-8%	2%	-3.4%
Cn1nc(C(=O)NCCOc2ccccc2)c2ccccc2c1=O	4%	19%	-1.7%	4.9%	0%	-3%	0%	-7%	-2.3%
COc1ccc(C(=O)N/N=C/c2ccc(SC)cc2)cc1	4%	-3%	6.8%	4.3%	3%	11%	-10%	0%	-1.1%
CC1(C)CCCN(Cc2c(O)ccc3c(=O)c(-c4nc5ccccc5s4)c(N)oc23)C1	26%	8%	-0.6%	6.8%	13%	-2%	-6%	-11%	·
CCOC(=O)c1c(SCC(=O)Nc2nccs2)nc(C)c(C)c1C	2%	9%	-0.5%	6.3%	7%	1%	-6%	-4%	·
CCCC(C(=O)NCc1ccccc1)N(C(=O)Cn1nnc(-c2cccs2)n1)c1ccc2c(c1)OCCO2 (configuration not stated)	14%	1%	-0.4%	0.4%	5%	-7%	0%	-8%	-0.6%
CCOC(=O)C1CCCN(C2CC(=O)N(c3ccc(C)c(C)c3)C2=O)C1 (configuration not stated)	-2%	1%	-1.4%	-1.0%	10%	-7%	3%	-9%	-0.4%
CN(C)c1ccc2c(c1)Sc1cc(N(C)C)ccc1N2C(=O)c1ccccc1	-12%	5%	-1.4%	21%	14%	7%	2%	5%	·
C=CCSc1nnc(C)n1-c1ccc(Cl)cc1	-4%	12%	-2.7%	0.3%	1%	0%	-4%	-3%	-2.9%
COC(=O)c1[nH]c2ccc(C)cc2c1NC(=O)Nc1ccccc1OC	4%	4%	4.3%	4.5%	6%	2%	1%	-5%	-6.1%
COc1ccccc1N1CCN(C(=O)CSc2nnc(NC(=O)C3CC3)s2)CC1	0%	3%	1.0%	1.8%	0%	4%	-2%	-1%	-0.7%
c1ccc(Cc2noc(CN3CCCN(C4Cc5ccccc5C4)CC3)n2)cc1	4%	·	2.0%	-2.8%	-10%	13%	0%	-6%	-0.7%
CCn1c(-c2ccco2)n[nH]c1=S	-7%	16%	-2.8%	2.4%	25%	3%	-2%	-3%	-0.9%
CC(C)(C)n1nnnc1C(c1cccs1)N(Cc1cccnc1)Cc1ccccc1Cl (configuration not stated)	1%	4%	-1.8%	10%	5%	2%	-7%	3%	-6.6%
O=C1NC(N2CCOCC2)=N/C1=C/c1ccc2c(c1)OCO2	-1%	23%	-0.8%	0.8%	4%	-1%	-5%	-2%	-6.1%
CN1CCc2c(sc3nc(SCC(=O)NCc4ccco4)n(-c4ccccc4)c(=O)c23)C1	34%	20%	18%	-1.3%	10%	1%	-42%	-6%	·
Cn1c(Cn2c(=O)sc3ccccc32)nnc1SCC(=O)Nc1ccc2c(c1)OCO2	·	1%	·	-0.1%	-5%	·	17%	·	·
CC(=O)c1csc(COc2ccccc2)n1	-6%	8%	-1.3%	2.3%	8%	3%	-1%	-6%	·
CN1CCN(C(CNS(=O)(=O)c2ccc(Cl)cc2)c2cccnc2)CC1 (configuration not stated)	7%	-1%	-1.3%	-0.1%	-1%	-1%	-4%	-4%	-10%
Cc1ccc(CNC(=O)CCC(=O)N2CC(C)Oc3ccc(Cl)cc32)cc1 (configuration not stated)	-11%	5%	-1.2%	1.6%	15%	0%	-5%	-11%	·
COc1ccc(C(=O)COC(=O)Cn2[nH]c(=O)c3ccccc3c2=O)c(OC)c1	·	22%	·	0.7%	-5%	·	4%	·	·
CC1CN(C(=S)Nc2ccccc2F)CC(C)O1 (configuration not stated)	-27%	2%	0.5%	0.2%	7%	0%	3%	-6%	·
Cc1nnc(SCC(N)=O)n1CCc1ccccc1	-7%	-3%	-3.2%	0.4%	-3%	3%	0%	-3%	-1.9%
O=C(C1CCN(S(=O)(=O)N2CCCCC2)CC1)N1CCCCC1	6%	3%	-0.3%	0.8%	6%	2%	-5%	-9%	-6.6%
CCN(CC)S(=O)(=O)c1ccc(C(=O)N2CCN=C2SCc2cccnc2)cc1	-11%	14%	0.0%	1.7%	0%	-2%	1%	6%	1.3%
CC(C)(C)OC(=O)NCCCC[C@H](NC(=O)c1nc[nH]c1C(=O)NCc1ccccc1)C(=O)OC(C)(C)C	20%	13%	-1.3%	5.0%	11%	-3%	-2%	8%	-9.0%
CCCCCn1c(N(C)Cc2ccccc2)nc2c1c(=O)[nH]c(=O)n2C	-2%	4%	-0.7%	3.2%	-1%	-2%	-5%	7%	-3.8%
CCN(c1ccccc1)S(=O)(=O)c1ccc(C(=O)Nc2nccs2)cc1	8%	22%	8.5%	0.8%	-2%	2%	-6%	0%	-5.6%
Cc1nnc(SCc2nc3sc(C(=O)O)c(C)c3c(=O)[nH]2)s1	20%	9%	5.4%	3.6%	4%	-7%	-5%	-9%	·
N#C/C(=C\c1ccc(C(=O)O)cc1)c1ccccn1	-3%	9%	1.6%	-1.9%	5%	8%	0%	2%	-4.1%
O=C(N1CCN(c2ccc(F)cc2)CC1)C12CC3CC(CC(C3)C1)C2	-4%	1%	-2.6%	0.9%	-1%	1%	-4%	-2%	-2.9%
CSc1ccccc1NC(=O)Nc1cccc(Cl)c1Cl	-8%	18%	0.3%	2.1%	7%	-1%	-5%	-6%	-4.0%
Cc1ccc(S(=O)(=O)Nc2cc(C(F)(F)F)ccc2N2CCOCC2)cc1	0%	3%	-2.8%	4.2%	4%	9%	7%	1%	0.4%
Cc1c2cn[nH]c(=O)c2c(C)n1-c1ccccc1	-6%	12%	-1.0%	3.9%	8%	-1%	-9%	-2%	·
O=C(CCc1nc(-c2ccccc2Cl)no1)Nc1cccnc1	-11%	4%	1.2%	19%	9%	-2%	-8%	-4%	·
CCCCOc1ccc(C(=O)NCC(=O)NCCOc2ccccc2)cc1	·	8%	·	0.3%	2%	·	-7%	·	·
O=C1C(Cl)=C(N2CCOCC2)C(=O)N1c1ccccc1F	23%	11%	-1.6%	1.4%	16%	-5%	·	-3%	·
Cc1nc2sc(C(c3cccc(F)c3)N3CCN(C(=O)c4ccco4)CC3)c(O)n2n1 (configuration not stated)	4%	7%	2.0%	-0.6%	-1%	2%	-3%	-5%	1.6%
CCC1CCCCN1CCCNC(=O)c1c(O)nc2ccccn2c1=O (configuration not stated)	10%	16%	-1.1%	0.8%	0%	3%	-7%	-7%	·
NC(=O)C1CCN(Cc2ccc(OCc3ccccc3)cc2)CC1	10%	9%	2.0%	-1.0%	21%	2%	5%	-7%	·
O=C(c1nc(SCc2ccc([N+](=O)[O-])cc2)n2ccccc12)C(F)(F)F	-9%	13%	0.3%	0.2%	-3%	3%	0%	0%	·
Cc1cccc(NC(=S)NCC23C=CC(O2)C2C(=O)N(c4ccc(Cl)cc4)C(=O)C23)c1 (configuration not stated)	-2%	8%	11%	0.8%	3%	-5%	-12%	1%	-5.7%
O=C(/C=C/c1ccco1)c1ccc(O)cc1	28%	15%	33%	-0.3%	·	26%	·	-2%	-6.3%
COc1cccc(-n2ccnc2SCC(=O)N2CCc3ccccc32)c1	3%	-1%	1.0%	2.7%	4%	2%	-11%	-4%	2.8%
O=C(c1cccs1)N1CCCC(c2ccccc2)C1 (configuration not stated)	3%	13%	-0.8%	4.4%	8%	0%	2%	-7%	-0.6%
O=CN1CCN(C(=S)Nc2ccc(OC(F)F)cc2)CC1	-27%	8%	0.0%	3.1%	-10%	4%	-14%	-4%	·
COc1ccccc1NC(=O)N(Cc1ccco1)Cc1cc2c(C)ccc(C)c2[nH]c1=O	18%	20%	8.1%	·	2%	3%	4%	1%	-2.2%
CCc1ccc(NC(=O)CS(=O)CC(=O)Nc2ccc(-n3cnnn3)c(C)c2)cc1 (configuration not stated)	-6%	1%	1.1%	1.1%	2%	11%	-16%	-11%	·
Cc1ccccc1NC(=O)C(=O)NCCCN1CCCC1=O	·	11%	·	-0.8%	11%	·	-4%	·	·
CCCOc1ccc(-c2nc(N3CCN(C)CC3)c3ccccc3n2)cc1	23%	6%	-1.8%	14%	8%	3%	-5%	-10%	·
CCN(CC)c1ccc(/C=N/N2CCN(c3ccccn3)CC2)cc1	-26%	20%	-0.5%	1.9%	13%	-1%	-12%	8%	·
CC12CCC(C(=O)NNc3ccccc3)(OC1=O)C2(C)C (configuration not stated)	2%	9%	-1.4%	1.7%	-1%	3%	-2%	-10%	-3.7%
COc1ccc(Cl)cc1S(=O)(=O)N(C)CC(=O)NCc1ccccn1	4%	6%	-0.2%	3.5%	7%	1%	-5%	-6%	·
CCc1ccc(NS(=O)(=O)c2c(C)nc3sc(CC)nn3c2=O)cc1	-3%	·	0.7%	2.6%	-3%	10%	-5%	-6%	·
